# Screening data as filed in PubChem.
# Pol iota inh: blocks human DNA polymerase iota activity; hit rate 1% among 390,000; Potency, µM (series often up to 115 µM), for the others: top-dose activity, negative = inhibition, actives largely listed as inhibitors; Pol iota fluorescent replication assay, 10 min; Q9UNA4; note: potency is the fitted concentration of half-maximal effect
#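 Pol iota at 10 nM preincubated 15 min with compounds at room temperature; reaction started with fluorescent substrate, 50 nM final. Fluorescence read kinetically at 0 and 10 min; buffer-only wells as negative control.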
# Pol beta inh: inhibitors of human DNA polymerase beta. P06746. Pol beta primer extension/strand displacement, fluorescence kinetic. Potency, µM (titrated, usually from 114 µM), for inactives: top-dose activity change, negative = inhibition, actives largely listed as inhibitors. hit rate 1.3% among 340,000. AID 485314; note: potency is the fitted concentration of half-maximal effect; % is set by controls: 0 for no effect and ±100 for the full control effect
#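 Preincubation: enzyme (10 nM) with compound, 15 min, RT. Reaction: substrate added to 50 nM final. Reads: 0 and 10 min. Analysis: normalized, Hill fit.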
# TRHR ag: activates the human TRH receptor; AID 493084; TRHR cells, calcium flux fluo-8, FDSS agonist mode; P34981; activation, % at 2 µM; hit rate 0.18% among 360,000; in the data active = activation above about 30%; note: 0% is about no effect
#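 Agonist-mode FDSS calcium read (Ex 480/Em 530, 1 s cycles) in 1536-well TRHR cells with fluo-8 dye, after 10-cycle baseline and 23 nL compound addition; TRH at EC20 (10 nM final) added afterwards for the enhancer phase.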
# ERG-DNA inh: inhibitors of human ERG Ets domain-DNA interaction. P11308. fluorescence polarization, His-ERG Ets domain / labelled DNA. Potency, µM (top dose mostly 76.9 µM), for inactives: top-dose FP activity, negative = inhibition, hits mostly inhibitors. hit rate 0.028% among 370,000; active = well fitted inhibition curve with a large enough effect in the polarisation, with a control signal flat; inconclusive = small, poorly fitted or top-dose-only effect, or effect the other way, or a change in a side signal; inactive = no such curve, though single readings can be large or run the other way; the % refers to the polarisation;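 note: polarization taken with two DNA probes labelled with fluorescein and Texas red; potency is the fitted concentration of half-maximal effect; % of control where 0% means no effect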
#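 His-tagged ERG Ets domain (1 uM in the protein solution; 300mM KCl, 50mM Tris-HCl, 1mM EDTA, 1mM DTT, pH 7.5) received compound, then a probe mix of 5 nM fluorescein-DNA and 100nM Texas-615-DNA. Fluorescence polarization was read for both dyes.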
# POLK inh: blocks human DNA polymerase kappa activity. purified Pol kappa, fluorescent DNA synthesis assay, 10 min. hit rate 0.53% among 400,000. Q9UBT6. AID 588579. Potency, µM (top dose mostly 107 µM), inactives show top-dose activity, negative = inhibition, actives largely listed as inhibitors; note: potency is the fitted concentration of half-maximal effect; % is set by controls: 0 for no effect and ±100 for the full control effect
# Target sequence (Q9UBT6 whole entry, looked up): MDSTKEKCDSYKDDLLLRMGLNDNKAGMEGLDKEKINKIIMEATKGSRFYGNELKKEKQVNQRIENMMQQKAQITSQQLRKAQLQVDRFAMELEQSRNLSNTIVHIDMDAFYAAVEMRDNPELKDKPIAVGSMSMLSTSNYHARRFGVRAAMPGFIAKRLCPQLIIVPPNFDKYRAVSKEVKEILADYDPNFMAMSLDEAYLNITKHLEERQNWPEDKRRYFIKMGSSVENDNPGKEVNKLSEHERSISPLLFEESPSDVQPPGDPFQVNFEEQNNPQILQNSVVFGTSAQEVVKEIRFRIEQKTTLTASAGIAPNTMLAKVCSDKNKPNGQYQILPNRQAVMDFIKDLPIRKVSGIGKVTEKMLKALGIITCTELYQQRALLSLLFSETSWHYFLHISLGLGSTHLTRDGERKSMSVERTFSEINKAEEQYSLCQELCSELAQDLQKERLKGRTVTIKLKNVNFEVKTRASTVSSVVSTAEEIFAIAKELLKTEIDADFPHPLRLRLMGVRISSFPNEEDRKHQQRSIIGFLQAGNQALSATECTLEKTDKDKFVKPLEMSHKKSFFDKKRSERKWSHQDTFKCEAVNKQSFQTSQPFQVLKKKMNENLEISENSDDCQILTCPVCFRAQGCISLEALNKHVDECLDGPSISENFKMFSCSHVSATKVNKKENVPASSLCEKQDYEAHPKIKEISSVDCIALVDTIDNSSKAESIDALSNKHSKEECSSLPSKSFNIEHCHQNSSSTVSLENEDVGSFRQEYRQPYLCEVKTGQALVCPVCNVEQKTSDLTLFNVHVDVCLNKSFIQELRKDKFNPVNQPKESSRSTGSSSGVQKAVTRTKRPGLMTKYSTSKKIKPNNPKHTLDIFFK
#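 Activity was followed as the change in fluorescence between reads at 0 and 10 min after starting the reaction with 50 nM substrate. Beforehand, 10 nM polymerase had been preincubated with compound for 15 min at room temperature.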
# BLM inh: blocks DNA unwinding by human BLM helicase. AID 2528. recombinant BLM DNA unwinding, fluorescence dequenching. hit rate 0.2% among 350,000. Potency, µM (highest dose often 56.1 µM), for the others: at the top dose activity change, negative = inhibition, usual class: inhibitors;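 note: potency is the fitted concentration of half-maximal effect; plate controls were vehicle for no effect and no enzyme for full effect; nearly all actives have a fitted effect of over 35% in size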
# ALOX12 inh: blocks human arachidonate 12S-lipoxygenase. P18054. purified 12hLO, xylenol orange hydroperoxide absorbance. Potency, µM (top dose mostly 108 µM), for inactives: at the highest dose activity change, negative = inhibition, hits mostly inhibitors. hit rate 1.1% among 580,000. AID 1671190; note: potency is the fitted concentration of half-maximal effect; % is set by controls: 0 for no effect and ±100 for the full control effect
#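 Purified human 12hLO (150 nM final) in 25 mM Hepes, 0.01% Triton X-100, pH 7.0 was preincubated 15 min at room temperature with compound. Then 40 uM arachidonic acid was added, 30 min. Hydroperoxide was read by Fe-XO absorbance ratio 573/405 nm.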
# APEX1 inh: APE1 (human) endonuclease inhibition | P27695 | recombinant APE1, TAMRA/BHQ-2 abasic DNA cleavage fluorescence | Potency, µM (highest dose often 65.8 µM), for inactives: at the highest dose activity change, negative = inhibition, actives largely listed as inhibitors | hit rate 0.35% among 350,000 | AID 2517;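 note: potency is the fitted concentration of half-maximal effect; plate controls were vehicle for no effect and reference inhibitor for full effect; nearly all actives have a fitted effect of over 55% in size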
#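 Substrate: short duplex with […] THF abasic site, 5'-TAMRA and 3'-BHQ-2, 50 nM final. APE1 at 0.75 nM, preincubated 15 min RT with compound. Fluorescence increase from first to third read measured activity.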
# Anesthetic bind: binds horse apoferritin like a general anesthetic. P02791. hit rate 0.074% among 350,000. Potency, µM (doses to about 77.5 µM), inactives show at the top dose activity change, negative = displacement, most hits filed as inhibitors. apoferritin/1-aminoanthracene competitive binding, fluorescence; note: potency is the fitted concentration of half-maximal effect; % is set by controls: 0 for no effect and ±100 for the full control effect; nearly all actives have a fitted effect of over 20% in size
# Target sequence (P02791 2-175 limits assumed): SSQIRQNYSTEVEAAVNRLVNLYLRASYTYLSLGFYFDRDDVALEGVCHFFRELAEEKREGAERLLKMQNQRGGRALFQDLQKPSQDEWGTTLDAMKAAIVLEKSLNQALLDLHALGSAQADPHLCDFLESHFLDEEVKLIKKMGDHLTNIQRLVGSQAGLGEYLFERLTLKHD
#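 Horse-spleen apoferritin (10 uM) was mixed with 50% saturated 1-aminoanthracene in PBS, exposed to compounds for 10 min at room temperature, and read for fluorescence (ex 380 nm, em 535 nm). Competitive displacement was fitted with a four-parameter Hill equation.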
# * marks the source's active call; other numbers are inactive results; ? = inconclusive; · = no result given; & = joins results of further samples; [ ] = another dose, or the depositor's remark. Unless noted, calls come from the whole dose curve; as a rule, active = well fitted curve in the direction sought with a large enough effect; inconclusive = small, poorly fitted or top-dose-only effect, or another doubt; inactive = no such curve, though single readings can be large; an effect the other way counts as inactive or inconclusive.
SMILES,Pol iota inh,Pol beta inh,TRHR ag,ERG-DNA inh,POLK inh,BLM inh,ALOX12 inh,APEX1 inh,Anesthetic bind
O=C(COc1ccccc1Br)c1ccc2c(c1)OCO2,28%,·,-0.6,8%,-1%,·,-9%,1%,·
CC(=O)c1ccc(NC(=O)c2cc(Cl)nc3ccccc23)cc1,31%[activator],-14%,0.2,3%,-19%,-4%,-14%,-2%,6%
Fc1cc(F)cc(NC(=S)N2CCC(c3ccccc3)C2)c1 (stereo not drawn),-19%,42%,0.0,-5%,8%,-2%,-1%,8%,-16%
CCOc1ccccc1N(CC(=O)NCCSc1ccccc1)S(=O)(=O)c1ccccc1,-5%,2%,2.0,-2%,-8%,-7%,-5%,·,-7%
Cc1c(NC(=O)COC(=O)c2cc(-c3ccc(-c4ccccc4)cc3)nc3ccccc23)c(=O)n(-c2ccccc2)n1C,14%,?,1.0,2%,-7%,-7%,-15%,-2%,0%
CCOc1ccc(CCNC(=O)c2ccc(N3CCCC3=O)cc2)cc1OCC,7%,5%,-0.1,-1%,-4%,-5%,0%,-4%,-12%
Oc1[nH]c2ccccc2c1C1=NCCCC1,3%,0%,-0.7,2%,-7%,-6%,-13%,-4%,-13%
C[C@H](CO)N1C[C@H](C)[C@@H](CN(C)S(=O)(=O)c2ccc(F)cc2)Oc2ccc(NC(=O)Nc3ccccc3)cc2C1=O,17%,·,·,-4%,-6%,·,-9%,-10%,·
CCOC(=O)N1CCC(NCCNC(=O)c2ccco2)CC1,2%,0%,0.5,9%,-4%,-4%,-19%,0%,1%
CCOc1ccccc1CNC(=O)CN1C(=O)CCn2nc(-c3cn(C)c4ccccc34)cc21,-4%,-15%,-0.6,2%,-20%[60.1 µM],1%,-8%,·,-7%
O=C(O)c1ccccc1C(=O)N1N=C(c2ccccc2)CC1c1ccccc1O (stereo not drawn),23%,?,0.3,0%,6%,1%,35%,-13%,?
CC1CCN(C(=O)CN(c2ccc3c(c2)OCCO3)S(=O)(=O)c2ccccc2)CC1,69%[activator],-14%,-1.9,3%,5%,1%,-7%,66%[activator],3%
COc1ccc(C)cc1NC(=O)CSc1nnc(COc2ccc(Cl)cc2)n1Cc1ccco1,3%,1%,-1.8,0%,-5%,-6%,0%,?,58%[activator]
COc1cc(C(=O)NCC(=O)OC(C)C(=O)Nc2ncc(Cl)cc2Cl)cc(OC)c1OC (stereo not drawn),42%[activator],-2%,1.0,-2%,-3%,-2%,21%,13%,-4%
CCOC(=O)c1c(C)[nH]c(C(=O)N/N=C\c2ccccc2Cl)c1C,?,2%,0.1,-6%,-11%,-14%,29%,-1%,-10%
COc1ccc(OCC(=O)N/N=C/C(C)=C/c2ccco2)c(Br)c1,21%,14%,-0.3,0%,6%,-5%,?,-14%,-17%
COc1ccccc1NS(=O)(=O)c1ccc(C(=O)N2CCCCCC2)cc1,73%[activator],·,·,-10%,0%,·,-14%,17%,·
O=S(=O)(Nc1cc(Cl)ccc1N1CCCCC1)c1cccs1,8%,1%,-0.2,8%,-31%,-5%,0%,-3%,3%
CCN(CC)CCCNc1ncnc2ccccc12,21%,2%,0.2,5%,-11%,-9%,?,3%,-5%
COC(=O)c1ccc(COC(=O)C23CC4CC(CC(O)(C4)C2)C3)o1,23%,1%,0.1,5%,-6%,1%,0%,-2%,?
COC(=O)c1cc(Cl)cc2c(C)c(C3(O)CCCCC3)[nH]c12,20%,0%,-0.2,-3%,-4%,-15%,-3%,-2%,-11%
COc1ccc(C(=O)Cc2ccc(OC)c(OC)c2)c(OC)c1,38%[activator],13%,0.4,·,1%[60.1 µM],-4%,?,-2%,-16%
O=c1[nH]cnc2c1ncn2[C@@H]1O[C@H](CO)[C@@H](O)[C@H]1O,5%,3%,-0.3,-10%,-19%,-5%,-1%,8%&0%,29%
COc1ccc(N2CCN(S(=O)(=O)c3ccc(-c4cc(C)no4)s3)CC2)cc1,17%,13%,0.5,0%,-1%,-1%,2%,-7%,-4%
COC(=O)c1cnn2c(C(F)(F)F)cc(-c3ccccc3)nc12,42%[activator],5%,-0.3,2%,-1%,4%,20%,9%,45%[activator]
Cc1nonc1OCC(C)(COc1nonc1C)NC(=O)c1ccc(Cl)cc1,2%,0%,0.6,-3%,-7%,-1%,?,3%,-15%
COc1ccc(C(=O)n2ccc(C)n2)cc1Br,·,27%,-1.2,·,·,-2%,·,-4%,-10%
O=C(O)C1CCN(c2ccc(S(=O)(=O)N3CCOCC3)cc2[N+](=O)[O-])CC1,95%[activator],-3%,0.3,-1%,-2%,-2%,-30%,14%,-4%
O=C(NCc1cccs1)C1CC(c2ccc(Cl)c(Cl)c2)=NO1 (stereo not drawn),-14%,11%,-0.5,5%,5%,-2%,1%,5%,-11%
CCOC(=O)CNC(=O)CNC(=O)Cn1ccc2ccccc2c1=O,23%,-5%,-0.3,-8%,-4%,-1%,1%,-9%,-4%

# 3 records picked at random from the list so far, as already listed:
SMILES,Pol iota inh,Pol beta inh,TRHR ag,ERG-DNA inh,POLK inh,BLM inh,ALOX12 inh,APEX1 inh,Anesthetic bind
O=c1[nH]cnc2c1ncn2[C@@H]1O[C@H](CO)[C@@H](O)[C@H]1O,5%,3%,-0.3,-10%,-19%,-5%,-1%,8%&0%,29%
CCOC(=O)c1c(C)[nH]c(C(=O)N/N=C\c2ccccc2Cl)c1C,?,2%,0.1,-6%,-11%,-14%,29%,-1%,-10%
COC(=O)c1cc(Cl)cc2c(C)c(C3(O)CCCCC3)[nH]c12,20%,0%,-0.2,-3%,-4%,-15%,-3%,-2%,-11%

# Further structures.
SMILES,Pol iota inh,Pol beta inh,TRHR ag,ERG-DNA inh,POLK inh,BLM inh,ALOX12 inh,APEX1 inh,Anesthetic bind
CO/N=C/C(C#N)=C/c1ccc(OC)c(OC)c1,29%,-23%,-0.4,0%,9%,2%,4%,-6%,-10%
CCCCCCc1cc2cc(C(=O)NC)c(=N)oc2cc1O,39%[activator],2%,3.6,1%,-14%,-1%,-27%,6%,4%
CN1C(=O)NC(c2ccccc2Cl)C2=C1CC(C)(C)CC2=O (stereo not drawn),16%,37%,0.8,-2%,0%,-5%,0%,56%[activator],6%
COc1ccc(-c2nc3cc(NC(=O)Cc4ccc(OC)c(OC)c4)ccc3o2)cc1,12%,43%,0.0,-2%,1%,-16%,-4%,?,-11%
COC(=O)c1cc(CNC(=O)CCCSc2ccccc2)ccc1OC,-22%,13%,-1.5,8%,-4%,-1%,0%,100%[activator],-1%
CSc1ncccc1C(=O)NCCc1ccccc1F,-16%,-22%,1.8,-5%,2%,-5%,-14%,28%,-9%
Cc1ccc(-c2cn3cccc(C)c3n2)cc1NS(=O)(=O)c1ccccc1,9%,16%,-2.5,-5%,3%,-3%,?,·,-1%
COc1ccc(NC(=O)COC(=O)C23CC4CC(CC(NC(C)=O)(C4)C2)C3)cc1S(=O)(=O)N1CCOCC1,91%[activator],·,·,-4%,3%,·,2%,-2%,·
COC(=O)c1cc(=O)n2c(sc3ccccc32)c1C#N,31%[activator],-19%,-1.0,-1%,-16%,-2%,90%[activator],2%,44%[activator]
O=C(CCN1C(=O)[C@@H]2Cc3ccccc3CN2C1=O)NCc1ccccc1,-12%,7%,0.2,-6%,8%,3%,-2%,32%,-7%
Cc1ccc(S(=O)(=O)N2CCC(=O)N(CCOCc3ccccc3)CC2)cc1,-4%,0%,0.9,0%,-1%,-3%,?,1%,-15%
CCOc1ccc(NC(=S)Nc2ccc3nsnc3c2)cc1,10µM*,?,2.7,-7%,-4%,4µM*,?,6%,177%[activator]
Cc1cc(N2CCN(C)CC2)nc2ccc(NC(=O)c3ccc(C(C)(C)C)cc3)cc12,-12%,-28%,-0.5,13%,-15%,0%,7%,·,50%[activator]
Cc1ccc(CNC(=O)COC(=O)CSc2ccc(Br)cc2C)cc1,-13%,-23%,1.4,3%,-5%,-6%,-20%,-1%,-8%
CN1CCc2[nH]c3ccc(C(=O)NN)cc3c2C1,?,40µM*,0.0,0%,?,-9%,0%,6%,0%
O=C(O)c1cn(-c2ccc(N3CCCC3)c(F)c2)c2c(F)c(F)c(F)cc2c1=O,-3%,?,-0.7,-4%,-12%,-5%,-14%,-6%,-2%
COc1ccc(CNc2nc(NCc3ccc(OC)cc3)n(C(=O)c3ccncc3)n2)cc1,?,3%,-0.3,3%,-10%,3%,-1%,-10%,?
Cc1ccc(CN2CCC(C(=O)Nc3cccc(-c4cccc(F)c4)c3)CC2)o1,-19%,35%[activator],0.4,1%,-2%,-3%,?,-1%,4%
COc1ccccc1NC(=O)Nc1ccnn1C1CCN(C(=O)c2cccnc2)CC1,-4%,13%,1.2,-1%,-22%,0%,0%,85%[activator],4%
O=C(Cn1ncc2c([nH]c3ccccc32)c1=O)Nc1ccc(F)cc1F,-11%,43%[activator],2.3,0%,-1%,-5%,5%,-7%,-3%
Cc1ccc(NC(=O)C2SC(=Nc3ccccc3)C(C(=O)Nc3ccc(Cl)cc3)=C2N)cc1 (stereo not drawn),107%[activator],1%,0.7,2%,-16%,-12%,·,-1%,-15%
O=C(CSc1nc2c([nH]c3ccccc32)c(=O)n1-c1ccc(Cl)cc1)c1ccccc1,13%,7%,0.6,-1%,-4%[60.1 µM],-2%,-3%,·,3%
CC1CCc2c(sc(NC(=O)Cc3ccccc3)c2C(=O)Nc2ccc(Cl)cc2)C1 (stereo not drawn),5%,1%,1.4,4%,17%,2%,5%,·,-8%
N#Cc1nc(-c2ccco2)oc1NCc1cccnc1,?,4%,0.6,·,-3%,-2%,2%[57.4 µM],11%,-3%
COc1ccc(CCNS(=O)(=O)c2ccc([N+](=O)[O-])cc2)cc1OC,-9%,2%,0.0,-8%,3%,0%,-1%,9%,0%

# This is a subset; the hit share may differ from the screen's.
